KAT2A inh: GCN5L2 (KAT2A) acetyltransferase inhibition. Q92830. GCN5L2 HAT assay, ThioGlo1 CoA-SH fluorescence. Potency, µM (doses to about 58.9 µM), without a hit: top-dose activity change, negative = inhibition, hits mostly inhibitors. 390,000 compounds, 0.21% hits
Target sequence (Q92830 whole entry, looked up): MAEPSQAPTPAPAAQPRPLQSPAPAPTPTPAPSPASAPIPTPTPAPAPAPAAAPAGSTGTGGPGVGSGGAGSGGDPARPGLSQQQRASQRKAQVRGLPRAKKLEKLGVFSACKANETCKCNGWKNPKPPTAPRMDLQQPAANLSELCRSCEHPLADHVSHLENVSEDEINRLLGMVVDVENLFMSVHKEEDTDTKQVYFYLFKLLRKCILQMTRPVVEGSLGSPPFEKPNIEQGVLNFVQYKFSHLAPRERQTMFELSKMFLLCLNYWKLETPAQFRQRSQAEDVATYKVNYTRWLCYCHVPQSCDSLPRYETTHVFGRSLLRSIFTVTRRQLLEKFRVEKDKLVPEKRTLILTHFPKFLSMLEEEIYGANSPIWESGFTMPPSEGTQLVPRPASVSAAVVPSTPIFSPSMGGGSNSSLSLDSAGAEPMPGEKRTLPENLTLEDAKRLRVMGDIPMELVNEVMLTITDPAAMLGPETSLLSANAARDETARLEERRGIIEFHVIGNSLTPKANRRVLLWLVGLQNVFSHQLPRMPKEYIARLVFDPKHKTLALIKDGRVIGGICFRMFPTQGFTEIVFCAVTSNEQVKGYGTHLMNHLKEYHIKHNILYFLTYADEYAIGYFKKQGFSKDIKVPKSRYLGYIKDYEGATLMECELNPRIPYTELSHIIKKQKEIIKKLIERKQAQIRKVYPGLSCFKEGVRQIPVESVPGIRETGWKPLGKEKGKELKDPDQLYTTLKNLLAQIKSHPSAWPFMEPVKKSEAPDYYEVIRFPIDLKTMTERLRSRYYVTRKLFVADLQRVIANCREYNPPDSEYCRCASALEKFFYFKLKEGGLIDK
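Titration-based screen in which CoA formation is detected via maleimide probe ThioGlo1 (50uM) turning fluorescent on thiol reaction; substrates H3(1-25) 75uM and acetyl-CoA 70uM, GCN5L2 20nM, 20 min incubation at room temperature.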
DT40 TDP1 CPT: DT40-hTDP1 cell growth loss with CPT; chicken DT40 Tdp1-/-;hTDP1 cells + 20 nM CPT, ATP luminescence, 48 h; 420,000 compounds, 12% hits; AID 686979; Potency, µM (top dose mostly 46.2 µM), without a hit: at the highest dose activity change, negative = growth inhibition, most hits filed as inhibitors; note: nearly all actives have a fitted effect of over 55% in size
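Cell growth measured by CellTiter-Glo luminescence after a minimum 48 h, 37 C compound exposure with 20 nM CPT in Tdp1-knockout DT40 cells stably expressing hTDP1, seeded 400/well; qHTS titration format.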
FEN1 inh: inhibitors of human flap endonuclease 1 | Potency, µM (highest dose often 114 µM), for inactives: at the top dose activity change, negative = inhibition, usual class: inhibitors | Recombinant FEN1 flap cleavage, fluorescence, 15 min | P39748 | 390,000 compounds, 0.35% hits; note: nearly all actives have a fitted effect of over 65% in size
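Compounds are tested as a concentration series against 10 nM FEN1; after a 15 min room-temperature preincubation, 50 nM substrate starts cleavage, with plate reads at 0 and 15 min. Normalized responses are fitted by a Hill equation.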
An asterisk follows results filed as active; ? = inconclusive; / = not tested or not shown; & = joins results of further samples. Calls come from the whole dose curve; as a rule, active = well fitted curve in the direction sought with a large enough effect; inconclusive = small, poorly fitted or top-dose-only effect, or another doubt; inactive = no such curve, though single readings can be large; an effect the other way counts as inactive or inconclusive. % is set by controls: 0 for no effect and ±100 for the full control effect; potency is the fitted concentration of half-maximal effect. The list is partial; rates above refer to the full screens.

Results follow in this order: KAT2A inh	DT40 TDP1 CPT	FEN1 inh
> CCN(CC)c1ccc(N=CN2CCOCC2)cc1
  0%	3%	2%
> O=C(c1cccc(Cl)c1)N1CCC2CC1c1cc(N3CCOCC3)ccc12 (stereo not given)
  /	?	13%
> CC(C)(C)n1nnnc1C(c1cccs1)N(Cc1ccccc1)Cc1ccco1 (stereo not given)
  -12%	?	5%
> COc1ccccc1N1CCN(/N=C\c2ccccc2)CC1
  -17%	-3%	2%
> c1ccc2c(Nc3nnc(-c4ccncc4)s3)cccc2c1
  -5%	?	-1%
> O=C(N/N=C\c1cccs1)c1ccccc1-n1cccc1
  -7%	3%	2%
> CN(C)c1ccc(CNC(=O)CCc2ccc(S(=O)(=O)N3CCCCCC3)cc2)cc1
  -10%	?	-17%
> C=CCn1c(SCc2cccc(F)c2)nc2cc(C(=O)N3CCC(C(N)=O)CC3)ccc2c1=O
  -1%	?	-8%
> CCOC(=O)N1CCN(C(=O)C2CCN(S(=O)(=O)c3ccc(NC(C)=O)cc3)CC2)CC1
  2%	4%	1%
> CC(C)(C)NC(=O)C(=O)NNC(=O)C12CC3CC(CC(C3)C1)C2
  1%	-4%	0%
> Cc1ccc(NC(=O)Cc2c(Cl)cccc2Cl)cc1S(=O)(=O)N(C)C
  -5%	?	2%
> CCc1ccccc1N(C(C)=O)c1nc(CCl)cs1
  -10%	15µM*	-1%
> CC1CCN(c2nc3ccc(C(=O)NCCc4ccc(S(N)(=O)=O)cc4)cc3s2)CC1
  -1%	7%	-3%
> O=C(NCCO)c1nc(C(=O)c2ccc(Cl)cc2)c2ccccc2n1
  -2%	0%	-2%
> Cc1cc(C)cc(-n2c(SCC(=O)Nc3cccc(F)c3)nc3c([nH]c4ccccc43)c2=O)c1
  1%	-28%	20%
> O=C(c1ccc(F)cc1)N1CCCCC(S(=O)(=O)c2ccccc2)C1=O (stereo not given)
  2%	?	2%
> COc1ccc(-c2csc(NC(=O)CCn3cnc4ccccc4c3=O)n2)cc1OC
  -6%	?	?
> NC(=O)CC(NC(=O)c1ccccc1)c1ccc(N2CCCCCC2)c([N+](=O)[O-])c1 (stereo not given)
  ?	?	-6%
> O=C(Cc1ncc(C(F)(F)F)cc1Cl)Nc1cccc(Br)c1
  3%	-23%	-13%
> COC(=O)c1cccc(NC(=O)CSc2nnc(COc3cccc(C)c3)n2C)c1
  -6%	-2%	-11%
> CCOc1ccc(N(CC(=O)Nc2cc(C)cc(C)c2)S(C)(=O)=O)cc1
  -5%	?	-18%
> CC(=O)Nc1ccc(/C=N/Nc2nc3ccccc3[nH]2)cc1
  -5%	-30%	-15%
> Cc1ccc(NC(=O)CC(=O)c2ccc([N+](=O)[O-])cc2)cc1S(=O)(=O)Nc1cccc(Cl)c1
  -15%	-29%	-22%
> O=C(Nc1cccc(C(=O)NC2CC2)c1)c1ccc(Cl)c(S(=O)(=O)N2CCOCC2)c1
  -6%	-28%	-4%
> O=C(CSc1nnnn1C1CC1)N1CCN(Cc2ccccc2F)CC1
  -7%	-26%	-5%
> O=C(CN1C(=O)NC2(CCCCCC2)C1=O)NCCc1ccc(F)cc1
  2%	5%	-13%
> CCN(CC(=O)Nc1ccc(NC(C)=O)cc1)C(=O)/C=C/c1c(C)nn(-c2ccc(F)cc2)c1C
  1%	-1%	-5%
> COc1cc(NC(=O)c2cc(C)nc3c2c(C)nn3-c2ccccc2Cl)cc(OC)c1
  -12%	?	-3%
> O=C(c1cnccn1)N1CCC2(CC1)CN(c1ccncc1)C2
  0%	-1%	/
> COc1cc(Cl)c(S(=O)(=O)NCCc2c(C)[nH]c3c(C)cccc23)cc1Cl
  -3%	/	-11%
> COc1cc(C(=O)OC(C)C(=O)N2CCCC2)cc2c1OCCO2 (stereo not given)
  -4%	5%	19%
> COc1ccc(NC(=S)NC(=O)/C=C/c2ccc(F)cc2)cc1
  1%	2%	-1%
> Cc1cc(NC(=O)CCC(=O)N(CCC(C)C)C(C(=O)NCC2CCCO2)c2ccccc2C)no1 (stereo not given)
  -6%	-11%	1%
> Cc1cc(C)c(S(=O)(=O)N2CCCOC2CNC(=O)C(=O)NCc2cccs2)c(C)c1 (stereo not given)
  0%	-2%	5%
> COc1ccc(NC(=O)C(NS(=O)(=O)c2cccc3nsnc23)c2ccccc2)cc1 (stereo not given)
  -6%	-25%	-20%
> O=[N+]([O-])c1ccccc1/C=N\N1CCN(c2ccccc2)CC1
  -4%	0%	-18%
> CC(C)(C)CC(=O)Nc1cc(S(=O)(=O)N2CCCCCC2)ccc1Cl
  -5%	?	-7%
> Cc1noc(C)c1NC(=O)N(C)C[C@H]1Oc2ccc(NC(=O)CCC(F)(F)F)cc2C(=O)N([C@H](C)CO)C[C@@H]1C
  -4%	4%	-18%
> CCOc1ccc(Cl)cc1S(=O)(=O)NC1CCCC1
  2%	-16%	1%
> COc1cc(Nc2ccc(S(N)(=O)=O)cc2)c([N+](=O)[O-])nc1[N+](=O)[O-]
  -29%	16µM*	17%
> c1ccc(N2CCN(CCc3nnc4n3CCCCC4)CC2)cc1
  -7%	1%	8%
> CN(C)CCNC(=O)COc1ccc(C23CC4CC(CC(C4)C2)C3)cc1
  -17%	26µM*	-13%
> COc1ccc(S(=O)(=O)N2CCN(c3nc(-c4cccs4)nc4ccccc34)CC2)cc1
  /	?	10%&1%
> CCc1nonc1NC(=O)c1oc2cc(Br)ccc2c1C
  -3%	-17%	15%
> Cc1ccc(C)c(OCc2cc(C(=O)N3CC[C@H](O)C3)no2)c1
  -3%	13%	-10%
> O=C(N/N=C/c1cccc([N+](=O)[O-])c1)c1ccc2c(c1)OCCO2
  ?	-30%	-10%
> COc1ccc(NC(=O)Cn2c(NCC(C)O)nc3ccccc32)cc1Cl (stereo not given)
  0%	-4%	1%
> CC(=O)c1ccccc1NC(=O)CCCNC(=O)c1ccc(Cl)cc1
  0%	-10%	-4%
> COCCCNC(=O)CSC1=Nc2ccccc2C2=NC(CCC(=O)NCc3ccccc3OC)C(=O)N12 (stereo not given)
  -7%	16µM*	-23%
> Cc1cccc(CS(=O)(=O)c2ncc(Cl)c(C(=O)Nc3nc4ccc(F)cc4s3)n2)c1
  -11%	2.3µM*	-5%
> CCOc1ccccc1N1CC(C(=O)N(C)Cc2cccnc2)CC1=O (stereo not given)
  -4%	11%	-11%
> C=CCn1c(Cc2nc3ccccc3[nH]2)n[nH]c1=S
  -3%	0%	-15%
> Cc1c(CCO)c(=O)n(-c2ccccc2)n1S(=O)(=O)c1c(Cl)cc(Cl)cc1Cl
  -12%	-25%	-1%
> CCOC(=O)c1sc(=S)n(-c2ccccc2Cl)c1SC
  -3%	?	-16%
> Cc1ccc(C)c(CN2C(=O)c3ccccc3S(=O)c3ccc(C(=O)N4CCC(C)CC4)cc32)c1 (stereo not given)
  -6%	?	12%
> O=C(CN1C(=O)NC2(CCc3ccccc32)C1=O)c1ccccc1 (stereo not given)
  -4%	1%	12%
> N/C(Cc1ccccc1)=N\OC(=O)c1cccc2ccccc12
  -5%	?	-9%
> O=[N+]([O-])c1cccc(/C=N/n2c(C3CCCCC3)n[nH]c2=S)c1
  -1%	?	12%
> O=C(Cc1ccccc1)NN=C1CCCC1
  /	-7%	17%
> COc1ccccc1C(=O)NCCC(=O)N1CCN(c2ccc(C(F)(F)F)cn2)CC1
  -3%	23µM*	-3%

Continued.
Results follow in this order: KAT2A inh	DT40 TDP1 CPT	FEN1 inh
> O=C(C(Cc1ccccc1)n1cccc1)N1CCN(c2ccccc2)CC1 (stereo not given)
  -12%	23µM*	2%
> O=C(Cn1cnc2cc([N+](=O)[O-])ccc2c1=O)Nc1ccccc1Cl
  -2%	?	13%
> CCC(=O)N1CCc2cc(S(=O)(=O)NCCC(=O)Nc3ccc(CC)cc3)ccc21
  -4%	?	-12%
> Cc1ccc(Cn2c(N/N=C/c3ccncc3)nc3c2c(=O)n(C)c(=O)n3C)cc1
  -5%	?	9%
> O=C(NCC1CCCO1)c1cccc(S(=O)(=O)Nc2ccc(F)cc2)c1 (stereo not given)
  -2%	-19%	21%
> O=Cc1ccc(C(=O)OCC(=O)NC(=O)Nc2ccccc2F)cc1
  -5%	5%	5%
> CSc1ccc(CNC(=O)CCn2ccc3cc(S(=O)(=O)N4CCC(C)CC4)ccc32)cc1
  -12%	21µM*	-16%
> CCOC(=O)C1Nc2c(F)cc(C)cc2C2c3ccccc3CC12 (stereo not given)
  /	?	-17%
> COc1cccc(-c2c(C(=O)O)cc(O)c3ccc(OC)cc23)c1
  /	6%	-2%
> Cc1ccc(-c2noc(CCC(N)=O)n2)cc1
  -5%	-5%	-15%
> Cc1ccccc1NC(=O)c1ccc2ccccc2c1
  -3%	-17%	-5%
> CSc1ncc(Cl)c(C(=O)NCc2cccnc2)n1
  -17%	0%	1%
> Cc1nc(NC(=O)COC(=O)c2ccc(S(=O)(=O)N3CCc4ccccc4C3)cc2)c(Cl)cc1Cl
  -3%	-3%	3%
> C/C(=N\NC(=O)c1ccc(N(C)C)cc1)c1ccc(C)cc1C
  -4%	8%	5%
> O=C(O)CN1C(=O)C2C3C=CC(C2C1=O)C1C(=O)N(CC(=O)O)C(=O)C31 (stereo not given)
  -2%	-9%	1%

Single values from above:
KAT2A inh with COc1ccc(-c2csc(NC(=O)CCn3cnc4ccccc4c3=O)n2)cc1OC : -6%
KAT2A inh with Cc1ccc(NC(=O)CC(=O)c2ccc([N+](=O)[O-])cc2)cc1S(=O)(=O)Nc1cccc(Cl)c1 : -15%
KAT2A inh with CC(=O)Nc1ccc(/C=N/Nc2nc3ccccc3[nH]2)cc1 : -5%
FEN1 inh with COc1ccccc1C(=O)NCCC(=O)N1CCN(c2ccc(C(F)(F)F)cn2)CC1 : -3%
FEN1 inh with COc1ccc(S(=O)(=O)N2CCN(c3nc(-c4cccs4)nc4ccccc34)CC2)cc1 : 10%&1%
KAT2A inh with CC(C)(C)CC(=O)Nc1cc(S(=O)(=O)N2CCCCCC2)ccc1Cl : -5%
KAT2A inh with CCOC(=O)c1sc(=S)n(-c2ccccc2Cl)c1SC : -3%

Further entries.
Results follow in this order: KAT2A inh	DT40 TDP1 CPT	FEN1 inh
> O=C(NCc1nc2ccccc2[nH]1)c1cccc(S(=O)(=O)N2CCCCC2)c1
  -5%	-18%	0%
> Cc1c(C(=O)Nc2nc(-c3ccc(F)cc3)ns2)oc2ccc(Br)cc12
  -8%	9%	-5%
> COc1ccc(N2C(=O)CCC2=O)c(OC)c1
  -4%	0%	-2%
> Cc1nc2n[nH]c(N)c2c2c1COC(C)(C)C2
  -3%	-3%	0%
> CS/C(=N\S(=O)(=O)c1cccs1)Nc1ccc(N2CCOCC2)cc1
  -7%	-18%&-12%	4%
> COc1ccc(OC)c(S(=O)(=O)CC(=O)c2cc3ccc(OC)cc3oc2=O)c1
  ?	-4%	4%
> O=C(N/N=C/c1c(O)ccc2ccccc12)c1cccnc1
  -8%	1.2µM*	11%
> COc1ccc2c(c1)Sc1ccccc1N2
  -10%	?	0%
> COc1ccc(CNc2nc3nc(C)cc(C)n3n2)cc1
  -5%	1%	0%
> CCc1nc(SCC(=O)N2CCN(C(=O)c3ccco3)CC2)c2c3c(sc2n1)CCCC3
  3%	?	-12%
> COc1cc(CN(C)CC(=O)c2[nH]c(C)c(C(C)=O)c2C)ccc1OC(F)F
  -17%	8.2µM*	-4%
> CCN(Cc1ccncc1)C(=O)c1ccc2c(c1)S(=O)(=O)c1ccccc1C2=O
  -1%	-8%	3%
> O=C(Nc1nnc(SCc2cccnc2)s1)C1CC(=O)N(c2ccccc2)C1 (stereo not given)
  -1%	-8%	4%
> O=C(c1cccs1)N1CCN(Cc2cccc([N+](=O)[O-])c2)CC1
  5%	11%	-12%
> Cc1ccc(C=NNc2ccc([N+](=O)[O-])cn2)cc1
  /	?	-5%

An excerpt of these results, as tab-separated lines.
Compound	KAT2A inh	DT40 TDP1 CPT	FEN1 inh
O=C(Nc1nnc(SCc2cccnc2)s1)C1CC(=O)N(c2ccccc2)C1 (stereo not given)	-1%	-8%	4%
O=C(c1cccs1)N1CCN(Cc2cccc([N+](=O)[O-])c2)CC1	5%	11%	-12%
COc1cc(CN(C)CC(=O)c2[nH]c(C)c(C(C)=O)c2C)ccc1OC(F)F	-17%	8.2µM*	-4%
COc1ccc2c(c1)Sc1ccccc1N2	-10%	?	0%
Cc1c(C(=O)Nc2nc(-c3ccc(F)cc3)ns2)oc2ccc(Br)cc12	-8%	9%	-5%
COc1ccc(OC)c(S(=O)(=O)CC(=O)c2cc3ccc(OC)cc3oc2=O)c1	?	-4%	4%
CS/C(=N\S(=O)(=O)c1cccs1)Nc1ccc(N2CCOCC2)cc1	-7%	-18%&-12%	4%
